# High-throughput results (PubChem BioAssay)
# ERK EGF block – qHTS Assay for Inhibitors of the ERK Signaling Pathway using a Homogeneous Screening Assay; Stimulation with EGF; actives 0.41% (n = 130,000); AID 1454, 2008; Potency, µM (titrated, usually from 11.5 µM), for inactives: at the top dose activity change, negative = inhibition, hits mostly inhibitors; HEK293-V1b, EGF-stimulated phospho-ERK AlphaScreen; active = well fitted inhibition curve with a large enough effect; inconclusive = small, poorly fitted or top-dose-only effect, or effect the other way;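 note: plate controls were stimulated vehicle wells for no effect and unstimulated vehicle basal for full effect; nearly all actives have a fitted effect of over 55% in size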
#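 HEK293 cells stably expressing V1b receptor, serum-reduced (1% FBS) overnight, pretreated 30 min with compound, then stimulated 5 min with 25 nM EGF; phospho-ERK detected by AlphaScreen SureFire. AC50 from Hill fits, normalized to DMSO and EGF.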
# * marks the source's active call; other numbers are inactive results; ? = inconclusive; & = joins results of further samples; [ ] = remark or other dose. Potency is the fitted concentration of half-maximal effect. Not all compounds are listed; the hit share may differ from the screen's.
SMILES,ERK EGF block
CCN1C(=O)CCCc2ccccc21,-7%
COc1cccc(N/C=C/C(=O)c2ccc(Cl)cc2)c1,12%
COC(=O)[C@@]1(Cc2ccc(F)cc2)[C@H]2c3cc(C(=O)N(C)C)n(Cc4nc5ccccc5[nH]4)c3C[C@H]2CN1C(=O)c1ccccc1,-8%&-14%
COc1ccc(N2CCN(Cc3nnc(-c4ccccc4)o3)CC2)cc1,2%
COC(=O)c1sc(-c2ccc(C(C)(C)C)cc2)cc1NC(=O)CCC(=O)O,-1%[57.5 µM]
CCCCCCOc1ccccc1C(N)=O,0%
CC(=O)NC(Cc1cccc(F)c1)C(=O)NC1CCN(c2nnnn2-c2ccccc2)CC1 (configuration not stated),-1%
CCCCC/C=C\CC1OC1CCCCCCCC(=O)O (configuration not stated),-14%
COc1ccc2cc(-c3[nH]ncc3CN3CCCC3c3nonc3C)ccc2c1 (configuration not stated),7%
CN(C(=O)COC(=O)c1n[nH]c2ccccc12)C1CCS(=O)(=O)C1 (configuration not stated),-12%
O=c1c(Cl)c(Cl)cnn1Cc1ccccc1Cl,9%
COC(=O)[C@@H]1CC[C@H](C)[C@@H](c2ccc(C)cc2)N1C(=O)c1ccc(/C=N/OC[C@@H](O)COCc2ccco2)cc1,3%
O=C1N/C(=C/c2ccc(Br)cc2)C(O)=C1C=NCc1ccccc1,0%
CC(=O)c1ccc(N2CCN(C(=O)c3n[nH]c4ccccc34)CC2)cc1,-3%
c1ccc(CCN2CN=C(Nc3nc4ccccc4s3)NC2)cc1,6%[57.5 µM]
Cc1noc(C)c1C(=O)OCC(=O)C12CC3CC(CC(C3)C1)C2,10%
COc1ccc(NC(=S)N2CCCC2)c(OC)c1,-7%
CC(=O)c1ccc(C(=O)N2CCCC(C(=O)c3cc(F)ccc3F)C2)s1 (configuration not stated),-2%
COc1cc(OC)cc(C(=O)NC(=S)NNC(=O)c2cnccn2)c1,-5%
COc1ccc(OC)c(S(=O)(=O)NCCOC23CC4CC(CC(C4)C2)C3)c1,-8%
CN(Cc1ccc(-n2cccn2)cc1)Cc1nc(-c2cnccn2)no1,-18%
CC(=O)c1ccccc1NC(=O)Cn1c(=O)cnc2ccccc21,0%
O=C(c1ccc(CNS(=O)(=O)c2ccc(Br)cc2)cc1)N1CCCC1,-5%[57.5 µM]
O=C(N/N=C\c1ccc(Cl)s1)C1COc2ccccc2O1 (configuration not stated),-6%[57.5 µM]
CC(C)NC(=O)CSc1nnc(-c2ccc3ncccc3c2)n1C,-13%[57.5 µM]
Cc1cc(O)c(C=O)c2c1C(=O)Oc1c(C)c(O)c3c(c1O2)C(O)OC3=O (configuration not stated),1%
COc1cc(CNCc2cccnc2)ccc1OCC(=O)NC1CCCCC1,3%
Cc1ccc(C)c(OCC(=O)NCC(C)C)c1C,-11%
CCCSc1nc2c(cnn2-c2ccccc2)c(=O)n1N,0%[57.5 µM]
O=C(O)CCCC(=O)Nc1ccc(N=Nc2ccccc2)cc1,-5%

# Some of the entries so far, as labelled records.
COc1ccc(OC)c(S(=O)(=O)NCCOC23CC4CC(CC(C4)C2)C3)c1
- ERK EGF block: -8%
CN(Cc1ccc(-n2cccn2)cc1)Cc1nc(-c2cnccn2)no1
- ERK EGF block: -18%

# New compounds follow:
SMILES,ERK EGF block
CC1CCC2C(=O)N(c3ccc(C(=O)NCc4ccccc4)cc3)C(=O)C2C1 (configuration not stated),2%
Clc1ccc(CN2C3=NCCCN3c3ccccc32)cc1Cl,-2%
CCC1(CC)C(=O)NC(=O)NC1=Nc1ccccc1,1%
Cc1nn(C)c(Oc2cccc(C(F)(F)F)c2)c1C#N,-1%
CC(NC(=O)COC(=O)c1ccc2c(c1)S(=O)(=O)N=C1CCCCCN12)C12CC3CC(CC(C3)C1)C2 (configuration not stated),0%
CCC(CC)NC(=O)CCCSc1nc2ccccc2[nH]1,-12%
CCN(CC)S(=O)(=O)c1ccc(OC)c(NC(=O)/C=C/c2ccco2)c1,?
CCN(CC)S(=O)(=O)c1ccc(S(=O)(=O)N(CC(=O)Nc2ccccc2)Cc2ccco2)cc1,-6%
COc1ccc(NC(=O)c2cn(CCC#N)nc2-c2cccs2)cc1,-5%
Cc1ccc(C)c2c1c1ccccc1n2C,3%[57.5 µM]
Cc1ccc(NC(=O)COC(=O)COc2ccc(Cl)cc2)c([N+](=O)[O-])c1,1%
N#Cc1ccc(C23CC4(C2)[C@H](CN(Cc2ccc(-c5ccccc5)cc2)[C@@H]4c2ccccc2)C3c2ccc(Cl)nc2)cc1 (some centres not stated),-7%
CC1=NN(C(=O)CCc2ccccc2O)C(O)(C(F)(F)F)C1 (configuration not stated),7%
CCn1c2ccccc2c2nnc(SCc3ccccc3)nc21,-1%
O=C(O)c1cc(-c2ccco2)nn1-c1ccc(Cl)cc1,-1%
COc1cc(CC(C#N)(CO)c2nc3ccccc3[nH]2)ccc1OC(F)F (configuration not stated),4%
COC(=O)CSc1nc2c(c(=O)[nH]c(=O)n2C)n1CCC(C)C,6%
Cc1cc(C)c(NC(=O)c2ccc[n+](Cc3ccc([N+](=O)[O-])cc3)c2)c(C)c1,6%
CCOCCCNC(=O)c1c(N)n(-c2ccc3c(c2)OCO3)c2nc3ccccc3nc12,15%[57.5 µM]
COc1ccccc1N=NC1=C(O)CC(C)(C)CC1=O,-3%
O=C(CSc1nncn1-c1ccccc1)c1c[nH]c2ccccc12,-9%
CNS(=O)(=O)c1cccc(C(=O)OCC(=O)/C=C2/N(C)c3ccccc3C2(C)C)c1,21%
CCCN1C(=O)C2(SC(NC(C)=O)=NN2C(C)=O)c2cc(C)ccc21 (configuration not stated),2%
Cc1ccc(-c2nnc(SCC(=O)N/N=C/c3ccc(C)s3)n2-c2ccc(C)cc2)cc1,-3%
O=c1[nH][nH]c(-c2ccccc2O)c1C(C[N+](=O)[O-])c1ccccc1 (configuration not stated),2%
Cc1cccc(NC(=O)COc2ccc(Br)cc2/C=N/O)c1,12%
Fc1ccc(CN2C3=NCCN3c3ccccc32)cc1,0%[57.5 µM]
O=C(COC(=O)c1cc([N+](=O)[O-])ccc1NCc1ccccc1Cl)NCC(F)(F)F,0%
COc1ccc(-n2c(Cc3cccn3C)nnc2SCC(=O)Nc2cccc(C)c2C)cc1,6%
COc1ccc(S(=O)CC(=O)Nc2ccc(Cl)cc2Cl)cc1 (configuration not stated),-13%
CCS(=O)(=O)c1ccc2oc(SCC(=O)NCCc3ccccc3)nc2c1,-5%
COC(=O)N[C@@H](/C=C/c1ccccc1)C[N+](=O)[O-],-4%
O=C1CCCCCN1CP(=O)(O)CN1CCCCCC1=O,14%[57.5 µM]
COC(=O)c1ccc(C(NC(=O)c2ccccc2)[C@]2(C)C[C@H]2C2CCCCC2)cc1 (some centres not stated),-1%
Cc1cc(C)n2cc(CSc3nncn3C)nc2n1,-6%
O=C1/C(=N\S(=O)(=O)c2cccs2)C([n+]2ccc(CCCc3ccccc3)cc2)=C([O-])c2ccccc21,-6%[57.5 µM]
Cc1nc(-c2ccccc2)cn2c1nc1ccccc12,2%
CC(CC(=O)O)CC(=O)Nc1cc(C(F)(F)F)cc(C(F)(F)F)c1 (configuration not stated),14%[57.5 µM]
N#Cc1c2ccccc2nc2ccccc12,10%[57.5 µM]
O=C(O)c1ccccc1/C=N/Nc1nc(N2CCCCC2)nc(N2CCCCC2)n1,0%
CCCCCCCCCC(=O)Nc1cccnc1,-4%
COc1ccc(-c2cc(C(F)F)n3ncc(C(=O)Nc4ccc(C(=O)N5CCOCC5)cc4)c3n2)cc1,-3%
CC1CN(C(=O)c2cc3cc([N+](=O)[O-])ccc3oc2=O)CC(C)O1 (configuration not stated),-6%
O=C(NCC1CCCO1)c1cc2ccccc2nc1Cl (configuration not stated),3%
Cc1ccc(S(=O)(=O)c2ccc(-n3nc(C)cc3N)cc2)cc1,0%
CC(C)c1ccccc1-n1c(SCC(=O)c2ccc3c(c2)NC(=O)CO3)nc2ccccc2c1=O,-11%
COc1ccccc1N=Cc1c(C)c(C#N)c2[nH]c3ccccc3n2c1=O,8%
CCOC(=O)c1c(NC(=S)Nc2cc([N+](=O)[O-])ccc2OC)sc2c1CCCCC2,6%
O=C(CCCn1c(=O)c2ccccc2n(Cc2cccc(F)c2)c1=O)NC1CCN(Cc2ccccc2)CC1,-3%
COCCCNC(=S)NNC(=O)c1csc(C)n1,-10%[57.5 µM]
O=C(NCCN1CCOCC1)C(Sc1ccccc1)c1ccccc1 (configuration not stated),-10%[57.5 µM]
Cc1ccc(-c2noc(-c3ccccc3F)n2)cc1,-8%
CCc1cccc(NS(=O)(=O)c2ccc3c(c2)NC(=O)CC(=O)N3)c1,-5%
O=C(O)CCNC(=O)c1ccccc1,-16%[57.5 µM]
O=C(COc1ccc(Cl)cc1Cl)Nc1nnc(C2=COCCO2)o1,5%
COc1ccccc1CNC(=O)C(NC(=O)c1ccccc1C)C(C)C (configuration not stated),-5%
C=CCOc1ccc(C=Nc2ccc(OC)cc2)c(O)c1,-5%[57.5 µM]
Cc1c(CNCCc2ccc(Cl)cc2)c(C(=O)O)c(C)n1Cc1ccccc1,6%
CCN(C(=O)COC(=O)c1ccc(N2C(=O)c3ccccc3C2=O)cc1)C1CCS(=O)(=O)C1 (configuration not stated),4%
CNC(=S)Nc1sc2c(c1C(=O)OC)CCC2,8%
# (further entries)
SMILES,ERK EGF block
CCNc1nc(SC(C)C(=O)Nc2ccccc2)nc(N(C)C)n1 (configuration not stated),-3%
O=C(NC(=S)N1CCCCC1CO)C12CC3CC(CC(C3)C1)C2 (configuration not stated),8%[57.5 µM]
Cc1cc(-c2ccccc2)c(C#N)c(=S)[nH]1,-5%
Nc1nnc(CC(=O)N/N=C/c2ccccc2OCc2ccccc2F)s1,0%[57.5 µM]
CSc1nc(Cc2ccccc2)nc2ccccc12,2%
COc1cc(O)cc2occ(-c3ccc(O)cc3)c(=O)c12,-7%[57.5 µM]
Cc1cc(C(=O)COC(=O)c2ccc([N+](=O)[O-])o2)c(C)n1CC1CCCO1 (configuration not stated),1%
O=C1NC(=O)C2(CCC(C(=O)O)C2)N1 (configuration not stated),-1%
Cc1cc(CN(C)C(=O)CC2C(=O)NCCN2CC(c2ccccc2)c2ccccc2)on1 (configuration not stated),-1%
COC(=O)CN(C#N)c1nc(N(C)C)nc(N(C)C)n1,2%
CCCCCCSc1nsc(NC(=O)CC(C)C)n1,-1%
COc1ccc(-n2nc(C(=O)NCC(=O)NCC3COc4ccccc4O3)c3ccccc3c2=O)cc1OC (configuration not stated),-4%
CCn1c2ccccc2c2cc(NC(=O)CSc3nccc(=O)[nH]3)ccc21,7%
CCC(C)c1ccc(S(=O)(=O)N2CC(=O)Nc3ccccc32)cc1 (configuration not stated),-4%
CCCCCC[n+]1c(-c2ccc(Cl)cc2Cl)csc1Nc1ccccc1,2%
CN1CCc2c(sc(/N=C/c3c[nH]c4ccccc34)c2C#N)C1,0%[57.5 µM]
Cn1cccc1C(=O)N1CCC2(CC1)CCN(c1cccc(-c3ccccc3)c1)CC2,?
CC(=O)CCc1oc2ccc(C)cc2c1-c1ccc(C)o1,-12%
CCN(CC)c1ccc(/C=N/NC(=O)c2ccc(Br)o2)cc1,7%
C=CCn1c(SCc2ccc(C(=O)Nc3nccs3)cc2)nnc1-c1ccc(C)c(Cl)c1,?
C/C(=N\NC(=O)NC1CCCCC1)c1ccc(OC(F)F)cc1OC(F)F,2%
CC1CCc2c(sc3ncnc(NCc4cccnc4)c23)C1 (configuration not stated),6%
CCO[C@H]1OC(C(=O)Nc2ccccc2)=C[C@@H](C2CC2)[C@@H]1CCCO,2%[57.5 µM]
Cc1[nH]c2ccc(F)cc2c1CCN(Cc1cccnc1)C(=S)Nc1ccccc1,4%
N#C/C(C(=O)N1CCOCC1)=C1/SC(Cc2ccccc2Cl)C(=O)N1c1ccccc1 (configuration not stated),-3%
COCCN1C(=O)C(=O)/C(=C(/O)c2ccc(C)cc2)C1c1ccccn1 (configuration not stated),-3%
N/C(=N\OC(=O)c1csnn1)c1ccc(C(F)(F)F)cc1,1%[57.5 µM]

# Filtered by structure: those above with a cyano group
SMILES,ERK EGF block
Cc1nn(C)c(Oc2cccc(C(F)(F)F)c2)c1C#N,-1%
COc1ccc(NC(=O)c2cn(CCC#N)nc2-c2cccs2)cc1,-5%
N#Cc1ccc(C23CC4(C2)[C@H](CN(Cc2ccc(-c5ccccc5)cc2)[C@@H]4c2ccccc2)C3c2ccc(Cl)nc2)cc1 (some centres not stated),-7%
COc1cc(CC(C#N)(CO)c2nc3ccccc3[nH]2)ccc1OC(F)F (configuration not stated),4%
N#Cc1c2ccccc2nc2ccccc12,10%[57.5 µM]
COc1ccccc1N=Cc1c(C)c(C#N)c2[nH]c3ccccc3n2c1=O,8%
Cc1cc(-c2ccccc2)c(C#N)c(=S)[nH]1,-5%
COC(=O)CN(C#N)c1nc(N(C)C)nc(N(C)C)n1,2%
CN1CCc2c(sc(/N=C/c3c[nH]c4ccccc34)c2C#N)C1,0%[57.5 µM]
N#C/C(C(=O)N1CCOCC1)=C1/SC(Cc2ccccc2Cl)C(=O)N1c1ccccc1 (configuration not stated),-3%
